# Screening results: PubChem BioAssay, National Center for Advancing Translational Sciences (NCATS)
# Vif-A3G inh = Vif-A3G binding inhibition. Potency, µM (doses to about 46.1 µM), for the others: at the highest dose activity, negative = active, actives largely listed as inhibitors. Q9HC16. AID 602310. HeLa A3G-eYFP + Vif (tagged APOBEC3G with the HIV-1 protein that degrades it), YFP fluorescence, overnight. hit rate 0.076% among 410,000;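 also: potency is read from the fitted curve at half-maximal effect; % is scaled to controls: 0 for no effect and ±100 for the full control effect; nearly all actives have a fitted effect of over 60% in size; hits raise eYFP signal because A3G escapes Vif-driven loss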
# Target sequence (Q9HC16 whole entry, looked up): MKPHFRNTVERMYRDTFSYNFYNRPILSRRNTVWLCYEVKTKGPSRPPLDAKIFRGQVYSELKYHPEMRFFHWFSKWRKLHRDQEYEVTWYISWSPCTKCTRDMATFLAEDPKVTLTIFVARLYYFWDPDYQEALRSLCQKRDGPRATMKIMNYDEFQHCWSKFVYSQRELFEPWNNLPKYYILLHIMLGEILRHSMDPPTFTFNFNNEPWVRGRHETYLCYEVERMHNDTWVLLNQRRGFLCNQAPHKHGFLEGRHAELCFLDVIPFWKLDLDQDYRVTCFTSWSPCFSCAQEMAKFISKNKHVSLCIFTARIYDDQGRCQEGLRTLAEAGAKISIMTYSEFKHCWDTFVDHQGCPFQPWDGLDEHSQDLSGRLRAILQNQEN
#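 Read-out is eYFP fluorescence (Ex 488/Em 500-530) from Vif-expressing HeLa A3G-eYFP cells; more signal means A3G escaped Vif-mediated degradation. Cells plated overnight, compound pinned in, incubated overnight at 37 deg C.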
# D1 potentiator = human D1 dopamine receptor positive modulation. potentiation, % at 10 µM. hit rate 0.036% among 360,000. HEK293 TREx D1 cells, calcium flux, dopamine EC20 potentiation. AID 504651; in the data active = potentiation above about 30%; also: 0% is about no effect
# D1 antag = human D1 dopamine receptor antagonism; activity change, negative = inhibition, % at 10 µM; HEK293 TREx D1 cells, calcium flux, dopamine EC80; active compounds read low; AID 504652; P21728; hit rate 3.2% among 360,000; in the data active = activity change below about -30%; also: % is scaled to controls: 0 for no effect and ±100 for the full control effect
#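 Calcium flux readout: force-coupled, inducible Hek293 Trex D1 line, cells induced overnight at 30 C with tetracycline, dye-loaded 30–90 min at RT. Antagonism scored against EC80 dopamine challenge given 180 s after compound.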
# Vif-APOBEC3F blk = Vif-A3F binding inhibition. HeLa A3F-eYFP + Vif (tagged APOBEC3F with the HIV-1 protein that degrades it), YFP fluorescence increase. Potency, µM (top dose mostly 46.1 µM), inactives show top-dose activity, negative = active. hit rate 0.2% among 390,000; also: potency is read from the fitted curve at half-maximal effect; % of control where 0% means no effect; nearly all actives have a fitted effect of over 65% in size
#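 HeLa cells stably expressing A3F-eYFP plus Vif, plated and incubated overnight at 37 deg C, then exposed to compounds overnight at 37 deg C. Blocked degradation read as raised yellow fluorescence (Ex 488/Em 500-530).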
# RXFP1 ag = RXFP1 (human) receptor agonism. hit rate 0.3% among 370,000. Q9HBX9. HEK293T-RXFP1 cAMP TR-FRET, 30 min; response scale: percent of porcine relaxin response, buffer zero. Potency, µM (top dose mostly 57.5 µM), for inactives: top-dose activation, usual class: activators; also: potency is read from the fitted curve at half-maximal effect; % is scaled to controls: 0 for no effect and ±100 for the full control effect; nearly all actives have a fitted effect of over 60% in size; many of its hits are not listed in these tables
#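 Agonist response is measured as cAMP accumulation in an RXFP1-transfected HEK293T line under PDE4 inhibition. Values are scaled between buffer-only and 29 nM porcine relaxin, and EC50s come from standard Hill equation fits.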
# LDHA block = blocks human lactate dehydrogenase A. purified LDHA, NADH/diaphorase-resazurin fluorescence; active compounds read low. activity change, % (values are at about 110 or 230 µM). hit rate 0.15% among 480,000. P00338. AID 1347041; in the data active = activity change below about -30%; inconclusive = mostly about -25% to -30%;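 also: plate controls were DMSO wells for no effect and wells without enzyme for full effect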
#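 Enzyme activity of human lactate dehydrogenase 5 (2 nM; 0.06 mM NADH, 0.2 mM pyruvate, 5 min, RT) is measured via a resazurin/diaphorase fluorescence readout of residual NADH.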
# D2 PAM = D2 dopamine receptor (human) potentiation; HEK293 T-REx D2, calcium flux, EC20 dopamine potentiation; potentiation, % at 10 µM; AID 485347; hit rate 0.34% among 340,000; P14416;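 active = potentiation over 3 SD above the plate norm, cut at about 30% in these data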; also: 0% is about no effect
# Target sequence (P14416 whole entry, looked up): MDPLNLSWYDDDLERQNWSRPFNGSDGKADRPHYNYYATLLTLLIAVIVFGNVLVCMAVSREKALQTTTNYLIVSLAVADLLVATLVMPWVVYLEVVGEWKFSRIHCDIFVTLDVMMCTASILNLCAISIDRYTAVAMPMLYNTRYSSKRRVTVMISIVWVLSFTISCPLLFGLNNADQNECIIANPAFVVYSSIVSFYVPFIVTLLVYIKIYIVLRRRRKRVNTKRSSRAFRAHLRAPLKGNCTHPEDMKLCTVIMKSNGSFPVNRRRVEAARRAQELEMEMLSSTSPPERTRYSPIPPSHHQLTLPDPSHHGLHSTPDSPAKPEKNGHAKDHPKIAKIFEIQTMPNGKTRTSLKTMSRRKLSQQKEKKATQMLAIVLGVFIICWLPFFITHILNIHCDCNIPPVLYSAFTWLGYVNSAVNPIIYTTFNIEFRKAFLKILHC
#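 Calcium flux readout, no-wash dye, 1 read/s. Inducible HEK293 Trex D2 line, overnight 30 C. Compound alone 180 s (agonist flags), then EC20 dopamine, another 180 s to score potentiation.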
# D1 agonist = agonists of human D1 dopamine receptor; P21728; HEK293 T-REx D1 cells, calcium flux, agonist mode; activation, % at 2 µM; hit rate 1% among 360,000; AID 504660; in the data active = activation above about 30%; also: 0% is about no effect
#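 Tetracycline-induced HEK293 TREx D1 cells, force-coupled to calcium signalling, were dye-loaded with a no-wash calcium kit. Compound was pin-added after a 10 s baseline. Fluorescence was read kinetically at 1 cycle/s for 180 s, with calcium rises flagged as agonism.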
# GRP78 ERSR act = induces the endoplasmic reticulum stress response in human glioma cells; AID 602332; Potency, µM, inactives show at the top dose activation, actives largely listed as activators; hit rate 0.02% among 420,000; U87-MG GRP78 promoter luciferase reporter, 16 h; also: potency is read from the fitted curve at half-maximal effect; series mostly up to about 76 µM; % of control where 0% means no effect; nearly all actives have a fitted effect of over 35% in size
#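 Stably transfected U87-MG glioma cells carrying a GRP78-based luciferase sensor; 16 h compound incubation. Luminescence end-point read 10 min after Bright-Glo addition at room temperature.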
# The depositor's hits bear a star; ? = inconclusive; nt = not tested or not shown; & = joins results of further samples. Unless noted, calls follow the shape of the dose curve; as a rule, active = well fitted curve in the direction sought with a large enough effect; inconclusive = small, poorly fitted or top-dose-only effect, or another doubt; inactive = no such curve, though single readings can be large; an effect the other way counts as inactive or inconclusive. Some of the compounds tested; count on the stated rates, not on these rows.
SMILES,Vif-A3G inh,D1 potentiator,D1 antag,Vif-APOBEC3F blk,RXFP1 ag,LDHA block,D2 PAM,D1 agonist,GRP78 ERSR act
CN1CCC(=NNC(=O)COc2ccc(Cl)cc2)CC1,-7%,-8,10,-9%,1.6%,0,13,1,-5%
COc1cc2c(cc1OC)CN(C(=O)CSc1nnc3scc(-c4ccccc4)n13)CC2,0%,-5,1,2%,5.7%,1,4,1,-2%
COc1cccc(NC(=S)N2CCCC2c2ccc(OC)c(OC)c2)c1 (centres undefined),2%,-5,-61*,-2%,-2.5%,-3,18,-1,7%
CC1CCN(C(=O)CSc2ccc(-c3cccc([N+](=O)[O-])c3)nn2)CC1,-1%,0,-11,9%,-0.2%,-6,1,3,-2%
Cc1cccc(-c2nc3ccccc3c(=O)n2NC(=O)c2cccs2)c1,-1%,-1,-19,-22%,0.5%,-10,6,3,-4%
COCCN(CCOC)S(=O)(=O)c1ccc(C(=O)Nc2nnc(CSC)o2)cc1,0%,-2,4,2%,-0.8%,-5,-3,4,-4%
CCOC(=O)C1(CC2CCCCO2)CCN(S(=O)(=O)c2ccc(OC)cc2)CC1 (centres undefined),0%,-6,-6,4%,-1.0%,-4,9,21,-3%
CNS(=O)(=O)c1cn(CC(=O)Nc2ccc(C(C)=O)cc2)cc1S(=O)(=O)NC,-4%,-1,-5,4%,1.0%,-3,-6,1,0%
COc1cccc(C(=O)c2cn(CC(=O)Nc3ccc4c(c3)OCCO4)c3nc(C)ccc3c2=O)c1,-8%,-3,41,3%,-2.4%,-3,-3,1,-2%
O=C(Nc1ccccc1C(=O)O)c1ncn[nH]1,0%,3,-18,-8%,2.9%,5,4,0,-3%
O=C(Nc1cccc(OCC(=O)N2CCOCC2)c1)c1cccc(Cl)c1,4%,0,19,3%,2.2%,-8,5,1,-1%
CCOC(CNC(=O)c1ccc2c(c1)ncn2-c1ccccc1OC)OCC,-7%,-6,1,7%,-0.3%,0,-3,2,-1%
S=C(Nc1ccccc1Cl)N1CCN(Cc2ccccc2)CC1,0%,1,4,7%,-0.5%,-6,-4,3,0%
CC1CCCCN1c1nnc(NC(=O)c2cc(-c3ccc(Br)cc3)on2)s1 (centres undefined),-1%,0,18,1%,0.3%,0,5,0,-4%
O=C(O)CSc1ncccc1C(=O)O,2%,4,3,6%,1.5%,-8,8,2,-1%
O=c1c(/C=N/O)coc2ccc3ccccc3c12,-1%,5,13,3%,-1.0%,-1,nt,2,4%
O=C(c1ccoc1)N1CCCC(N2CCN(c3cccc(Cl)c3)CC2)C1 (centres undefined),1%,-5,-46*,4%,-1.0%,4,-11,4,-1%
C=CCn1c(-c2ccc(OC)c(OC)c2)n[nH]c1=S,2%,-5,-9,-2%,-2.8%,-3,18,2,-6%
Cc1ccc(-c2noc(CCC(=O)NCc3ccco3)n2)cc1,-5%,-4,nt,3%,0.0%,-7,6,0,-3%
Cc1ccc(OCCNC(=O)CCc2ccccc2)cc1C,-1%,nt,nt,3%,nt,-3,nt,nt,-3%
CCOCCCNC(=O)C(NC(=O)c1ccc2c(c1)OCO2)c1ccc(OC)cc1 (centres undefined),0%,-1,1,0%,3.5%,2,-3,4,-3%
O=C(Nc1ccccc1)Nc1sccc1-c1nc2ccccc2s1,-4%,-2,-25,?,?,-9,-3,3,0%
CCOc1cc2[nH]c(=O)n(CCC(=O)NCCc3ccc(OC)c(OC)c3)c(=O)c2cc1OCC,1%,-5,5,4%,1.0%,6,35*,-1,-3%
COc1cccc(NC(=O)COC(=O)Cc2ccc(Cl)cc2)c1,-5%,-6,6,11%,0.1%,-2,2,3,1%
CC(=O)C1=C(C)NC(=O)NC1c1ccc2c(c1)OCO2 (centres undefined),0%,4,2,-15%,5.3%,-9,-2,6,-6%
# Going on with the list:
SMILES,Vif-A3G inh,D1 potentiator,D1 antag,Vif-APOBEC3F blk,RXFP1 ag,LDHA block,D2 PAM,D1 agonist,GRP78 ERSR act
CNC(=S)NNc1nc(N2CCOCC2)nc(N2CCOCC2)n1,2%,1,6,11%,0.4%,-10,7,0,-3%
CC(C)(C)OC(=O)N1CCCC1C(=O)N1CCCC1C(=O)N1CCCC1C(=O)O (centres undefined),1%,-2,12,6%,-0.3%,2,-11,4,-4%
CCOC(=O)c1c(NC(=O)C(C)Sc2c[nH]c3ccccc23)sc2c1CCC2 (centres undefined),-2%,0,4,?,-2.2%,0,-2,0,3%
O=[N+]([O-])c1ccccc1/C=N\N1CCN(Cc2ccccc2Cl)CC1,-7%,-3,15,2%,-0.2%,-4,-2,1,3%
CC1(C)CC(NC(=O)COc2ccc(Br)cc2Cl)CC(C)(C)N1,-7%,-1,-22,-4%,0.0%,-2,-3,7,-5%
Cn1c(C(=O)N2CCCc3ccccc32)cc2sccc21,4%,-7,-19,-10%,2.3%,5,7,45*,5%
COc1ccc(N2CCN(C(=O)Cc3c(C(=O)O)c(C)cn3C)CC2)cc1,2%,-2,-24,4%,0.5%,2,0,-1,-5%
Cc1ccc(OCc2cc(=O)n3cc(C)sc3n2)c(NC(=O)c2ccco2)c1,-8%,-2,15,1%,6.7%,-8,-3,0,-2%
CCOc1ccc(-n2c(SCC(=O)N3CCCCCC3)nc3c([nH]c4ccccc43)c2=O)cc1,0%,-1,9,6%,0.7%,0,-3,2,-4%
COC(=O)Cc1nnc(SCC(=O)Nc2ccccc2)c2ccccc12,-5%,2,-4,-3%,-1.5%,-8,-2,0,-3%
Cc1ccc2[nH]c(C(=O)N3CCCCC3)cc2c1,-1%,0,6,3%,-2.9%,6,-7,1,-3%
Cn1c(CNc2ccc(Cl)cc2)nc2ccccc21,-9%,-6,10,2%,0.7%,1,5,2,9%
C/[N+]([O-])=C\CC(=O)c1ccc(-c2ccccc2)cc1,2%,-10,-27,-6%,-0.1%,-1,10,2,0%
COCCCN1C(=O)c2ccc(C(=O)Nc3ccc(OC)cc3)cc2C1=O,1%,0,-10,-5%,1.2%,0,nt,2,1%
COc1ccc(NC(=O)c2ccco2)cc1NC(=O)c1cc2ccccc2o1,1%,6,-6,6%,1.1%,-7,0,4,-5%
Cc1ccccc1C(=O)NC1(C(F)(F)F)N=C(c2ccccc2)N(C2CCCCC2)C1=O (centres undefined),-5%,-2,7,-1%,-1.1%,1,-3,0,1%
O=C(O)c1ccc(NC(CSCc2ccccc2F)C(=O)O)c([N+](=O)[O-])c1 (centres undefined),-1%,-7,-8,-9%,-0.3%,1,3,2,-3%
O=C(O)c1cc(-c2ccc(-c3c(-c4ccc5c(c4)OCO5)noc3-c3ccsc3)cc2)nc2ccccc12,3%&-3%,4,20,5%,0.0%,-6,11,2,2%&1%
O=C(Nc1cnn(Cc2ccccc2)c1)NC12CC3CC(CC(C3)C1)C2,2%,2,-6,-2%,0.0%,-1,-4,1,3%
c1ccc(NC2=NCCN2CC2CCC2)cc1,6%,-1,-8,-2%,-0.7%,-15,5,3,-3%
COc1ccccc1NC(=O)C(C)OC(=O)CCC1CCCCC1 (centres undefined),1%,0,-18,-5%,0.6%,0,-7,8,-4%
CS(=O)(=O)c1ccc(Cl)c(NC(=O)COC(=O)c2cccc(S(=O)(=O)N3CCCC3)c2)c1,-2%,-7,1,1%,-0.1%,-10,1,3,-4%
Cc1cc(NC(=O)COC(=O)c2c(C)noc2C)ccc1Br,-4%,-4,-12,0%,1.0%,5,-17,3,3%
Cc1cccc(N(CC(N)=O)C2SC(=O)N(c3ccccc3)C2=O)c1 (centres undefined),0%,0,-12,0%,0.6%,-4,-3,2,5%
Cc1cccc(NC(=O)CN2C(=O)CCS(=O)(=O)c3ccccc32)c1C,9%,-8,-4,3%,1.3%,0,12,1,-5%

# Some of the entries above, set out differently.
Vif-A3G inh	D1 potentiator	D1 antag	Vif-APOBEC3F blk	RXFP1 ag	LDHA block	D2 PAM	D1 agonist	GRP78 ERSR act	canonical_smiles
1%	0	-10	-5%	1.2%	0	nt	2	1%	COCCCN1C(=O)c2ccc(C(=O)Nc3ccc(OC)cc3)cc2C1=O
1%	6	-6	6%	1.1%	-7	0	4	-5%	COc1ccc(NC(=O)c2ccco2)cc1NC(=O)c1cc2ccccc2o1
-5%	-2	7	-1%	-1.1%	1	-3	0	1%	Cc1ccccc1C(=O)NC1(C(F)(F)F)N=C(c2ccccc2)N(C2CCCCC2)C1=O (centres undefined)

# The results go on.
SMILES,Vif-A3G inh,D1 potentiator,D1 antag,Vif-APOBEC3F blk,RXFP1 ag,LDHA block,D2 PAM,D1 agonist,GRP78 ERSR act
CCOc1ccc(CNC(=O)C2Cc3cc(S(=O)(=O)N4CCCCC4)ccc3N2C(C)=O)cc1 (centres undefined),1%,-3,9,6%,-0.7%,-2,12,2,-2%
CC1Cc2cc(S(=O)(=O)NCc3ccc(F)cc3)ccc2N1C(=O)C1CCC1 (centres undefined),8%,-7,-26,4%,-1.3%,-2,-10,10,-3%
O=C(Nc1nnc(C2CC2)o1)c1ccc(S(=O)(=O)N2CCc3ccccc3C2)cc1,3%,-3,0,-24%,1.0%,5,nt,0,-2%
Cc1cc(C)cc(NS(=O)(=O)c2ccc3[nH]cc(C(=O)NCc4ccccc4Cl)c(=O)c3c2)c1,-10%,-4,4,-15%,2.1%,-3,5,6,-5%
Cc1cc(=O)oc2cc(NC(=O)c3ccccc3C(=O)O)ccc12,0%,0,-1,3%,-1.4%,-4,-2,3,-3%
COc1ccccc1N1CCN(C2CCCN(C(=O)c3ccnc4ccc(C)cc34)C2)CC1 (centres undefined),-14%,11,-8,3%,-2.8%,-1,nt,0,-6%
COc1ccc(/C=C/c2nc(C#N)c(N3CCCCC3)o2)cc1OC,5%,0,9,1%,5.8%,3,15,1,2%
CCOc1cccc(CN2CCCC(CCC(=O)NCc3ccccc3F)C2)c1O (centres undefined),0%,-7,3,6%,1.6%,-3,nt,0,-1%
Cc1csc(NC(=O)c2ccccc2)n1,1%,0,7,-6%,-4.9%,-6,1,1,-4%
